# Bioassay records from PubChem.
# M1 ag parental: counter-screen for M1 agonists: effect in parental CHO-K1 cells | Fluo-8 calcium fluorescence; scaled to maximal ATP response, vehicle zero | activation, % at 3 µM | hit rate 0.48% among 360,000 | AID 602248, 2012; in the data active = activation above about 15%;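 note: untransfected CHO-K1 host cells lacking M1 receptor as counterscreen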
# CHRM5 PAM: human M5 muscarinic receptor positive allosteric modulators, primary screen, CHO-K1 cells, Fluo-8 calcium fluorescence; Muscarinic acetylcholine receptor M5 (Homo sapiens), P08912; CHO-K1 hM5, ACh EC20 PAM; 0% = ACh EC20, 100% = ACh EC100; activation, % at 3 µM; hit rate 0.3% among 360,000;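 active = activation above the run cutoff, the mean activation of all test compounds plus 3 SD, cut at about 18% in these data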
# Target sequence (P08912 whole entry, looked up): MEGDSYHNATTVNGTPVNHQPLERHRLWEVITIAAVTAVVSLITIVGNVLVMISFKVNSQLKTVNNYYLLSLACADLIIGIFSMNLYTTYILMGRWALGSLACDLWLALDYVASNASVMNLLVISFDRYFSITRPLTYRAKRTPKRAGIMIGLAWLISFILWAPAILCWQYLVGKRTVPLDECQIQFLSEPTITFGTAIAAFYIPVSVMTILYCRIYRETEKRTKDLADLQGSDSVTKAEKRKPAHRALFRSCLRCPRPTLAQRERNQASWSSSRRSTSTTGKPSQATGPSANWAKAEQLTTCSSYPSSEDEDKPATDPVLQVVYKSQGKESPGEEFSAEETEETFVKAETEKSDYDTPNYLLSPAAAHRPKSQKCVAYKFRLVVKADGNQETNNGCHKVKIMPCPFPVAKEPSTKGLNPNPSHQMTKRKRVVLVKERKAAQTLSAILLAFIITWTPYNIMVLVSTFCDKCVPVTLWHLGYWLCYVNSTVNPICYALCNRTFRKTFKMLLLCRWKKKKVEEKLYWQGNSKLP
#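 Assay system: CHO-K1 hM5 cells / Incubation: Fluo-8 loading 80 min at 37 °C plus 30 min room temperature / Technique: Fluo-8 calcium dye fluorescence, kinetic read / Repeats: single replicate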
# CHRM4 PAM: human M4 muscarinic receptor positive allosteric modulators, primary screen, CHO-K1 cells, Fluo-8 calcium fluorescence | CHO-K1 hM4/Gqi5, ACh EC20; 0% = ACh EC20, 100% = maximal ACh | Muscarinic acetylcholine receptor M4 (Homo sapiens), P08173 | AID 624126, 2012 | activation, % at 3 µM | hit rate 0.4% among 360,000;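 active = activation above its plate's cutoff, the mean activation of sample wells plus 3 SD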; note: some results filed as inactive read as strong as hits
# Target sequence (P08173 whole entry, looked up): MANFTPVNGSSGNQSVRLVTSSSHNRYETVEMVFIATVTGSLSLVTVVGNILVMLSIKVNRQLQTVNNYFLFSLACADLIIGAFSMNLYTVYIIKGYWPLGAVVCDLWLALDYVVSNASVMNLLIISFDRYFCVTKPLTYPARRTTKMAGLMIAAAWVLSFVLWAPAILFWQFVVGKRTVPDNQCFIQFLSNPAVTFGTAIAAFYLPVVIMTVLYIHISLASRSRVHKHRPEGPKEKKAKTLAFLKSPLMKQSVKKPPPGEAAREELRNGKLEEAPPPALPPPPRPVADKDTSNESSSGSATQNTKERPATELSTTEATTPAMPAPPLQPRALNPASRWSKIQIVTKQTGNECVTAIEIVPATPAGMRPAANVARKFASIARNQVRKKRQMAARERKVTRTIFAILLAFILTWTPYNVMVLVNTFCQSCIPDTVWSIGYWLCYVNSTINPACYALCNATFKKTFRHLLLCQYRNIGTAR
# M1 PAM parental: nonselective calcium activators in parental CHO-K1 cells, primary screen, counter-screen for M1 PAM project, cell-based, Fluo-8 calcium fluorescence, full deck, 1536-well; hit rate 0.02% among 360,000; ATP EC20; 0% at ATP EC20, 100% at ATP max; activation, % at 3 µM;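 active = activation above the run cutoff, the mean activation of all test compounds plus 3 SD, cut at about 40% in these data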;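 note: peak over basal fluorescence ratio in a 140 s read after ATP addition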
# CHO-K1 Ca antag: M1 antagonist counterscreen hit in parental CHO-K1 cells. ATP-induced calcium, Fluo-8 fluorescence. AID 602250. hit rate 0.6% among 360,000. inhibition, % at 3 µM;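 active = inhibition above a per-plate cutoff, the plate's mean sample inhibition plus 3 SD, cut at about 24% in these data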;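 note: 0% = DMSO plus EC80 ATP and 100% = DMSO alone without ATP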
# CHRM4 agonist: human M4 muscarinic receptor agonists, primary screen, CHO-K1 cells, Fluo-8 calcium fluorescence | CHO-K1 hM4/Gqi5; vehicle 0%, full acetylcholine response 100% | activation, % at 3 µM | hit rate 0.14% among 360,000;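 active = activation above the run mean over all test wells plus 3 SD, cut at about 32% in these data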;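 note: peak over basal fluorescence ratio per well then scaled between controls; 0% = DMSO wells and 100% = acetylcholine at EC100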
# CHRM4 antagonist: human M4 muscarinic receptor antagonists, primary screen, CHO cells, Fluo-8 calcium fluorescence; Muscarinic acetylcholine receptor M4 (Homo sapiens), P08173; CHO-hM4 cells, ACh EC80; inhibition, % at 3 µM; hit rate 0.73% among 360,000; AID 624125, 2012;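 active = inhibition above its plate's cutoff, the mean inhibition of sample wells plus 3 SD, cut at about 27% in these data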;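 note: 0% = acetylcholine EC80 with DMSO and 100% = DMSO without agonist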
# CHRM5 agonist: human M5 muscarinic receptor agonists, primary screen, CHO-K1 cells, Fluo-8 calcium fluorescence; Muscarinic acetylcholine receptor M5 (Homo sapiens), P08912; AID 624037, 2012; hit rate 0.19% among 360,000; CHO-K1 hM5 cells; 0% DMSO wells, 100% maximal acetylcholine response; activation, % at 3 µM;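 active = activation above the run's mean over test compounds plus 3 SD, cut at about 23% in these data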;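 note: signal is peak over basal fluorescence ratio across the kinetic read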
# M5 antag: human M5 muscarinic receptor antagonists, primary screen, CHO cells, Fluo-8 calcium fluorescence | CHO-hM5 cells, ACh EC80 | inhibition, % at 3 µM | hit rate 0.59% among 360,000 | AID 624040, 2012;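 active = inhibition above a per-plate cutoff, the mean of that plate's test compounds plus 3 SD, cut at about 27% in these data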;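 note: 0% = acetylcholine EC80 with DMSO and 100% = DMSO without agonist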
# * = called active by the depositor.
No.	molecule	M1 ag parental	CHRM5 PAM	CHRM4 PAM	M1 PAM parental	CHO-K1 Ca antag	CHRM4 agonist	CHRM4 antagonist	CHRM5 agonist	M5 antag
1	CC1CCCCC1NC(=O)CCCCCn1c(=S)[nH]c2ccccc2c1=O (centres undefined)	0.0	-1	-5	5	-7	0	-6	4	11
2	Cc1coc2c(C)c3oc(=O)c4c(c3cc12)CCCC4	0.4	-2	-3	17	-8	0	11	-2	11
3	Cc1ccc(NC(=O)c2ccc(Cl)nc2)cc1	-0.4	1	3	3	-13	1	-2	-2	2
4	CCOC(=O)c1c(NC(=O)CSc2nnnn2C)sc(C(=O)N(C)C)c1C	-0.1	1	8	-3	-10	1	-1	-3	5
5	C=C1CCN(Cc2ccccc2)S(=O)(=O)c2ccccc21	-0.4	0	10	9	-14	-1	-8	-3	12
6	Cc1ccc(NC(=O)CN2C(=O)NC3(CCc4ccccc43)C2=O)cc1Cl (centres undefined)	0.5	-4	7	21	-5	4	-5	-1	0
7	Cc1ccc(Nc2nc(-c3cccnc3)nc3ccccc23)cc1	3.8	-10	-9	7	-8	11	7	1	11
8	CCOC(=O)Cc1cnc(NC(=O)CSc2nc(C)cc(C)n2)s1	4.5	0	1	18	-13	5	-8	6	0
9	COc1ccc(CCNC(=O)COc2ccccc2[N+](=O)[O-])cc1OC	2.3	9	-9	12	-6	4	2	-4	-10
10	CN(CC(=O)Nc1ccc(F)cc1)C(=O)c1ccc(N2C(=O)CCC2=O)cc1	0.3	7	5	1	-3	1	3	4	-2
11	Cc1ccc(C(=O)O/N=C(\N)c2cccc([N+](=O)[O-])c2)cc1	0.0	-3	-3	-13	8	0	9	-2	3
12	O=C(c1ccc(F)cc1)N(Cc1ccccc1)C1CCS(=O)(=O)C1 (centres undefined)	0.1	-4	4	8	7	1	-2	-3	-2
13	COc1ccc(/C=N/NC(=O)c2[nH]nc3c2CCc2ccccc2-3)cc1OC	2.2	-10	-3	-8	13	7	-5	-1	11
14	OC1(c2ccc(Cl)cc2)CCN(Cc2c[nH]c3ccccc23)CC1	2.9	-18	-9	13	-5	10	11	1	14
15	CCOC(=O)N(C)c1c(CC)nc2c(OCc3ccc(C(F)(F)F)cc3)cccn12	0.2	-7	-1	-1	0	0	2	-4	4
16	Cc1ccc(S(=O)(=O)NN=C2CC(C)(C)CC(=O)C2(C)C)cc1	0.7	3	4	30	0	0	-1	1	3
17	CCOc1c(C)cnc2c1c(=O)n(Cc1ccccc1Cl)c(=O)n2C	-0.1	5	3	-7	-12	0	-4	-1	-7
18	Cc1onc(-c2ccccc2Cl)c1C(=O)Nc1ccc(S(=O)(=O)NCC2CCCO2)cc1 (centres undefined)	1.0	0	-2	14	-9	2	13	2	-3
19	Cc1ccc(C)c(CS(=O)(=O)c2cn(CC(=O)N3CCC(C)CC3)c3ccccc23)c1	4.2	-10	-16	6	-12	7	6	1	8
20	COc1ccc(C)cc1NC(=O)CSc1nnc(-c2ccc(Br)cc2)o1	7.3	-1	-1	5	-2	1	0	1	-5
21	O=C1NC2(CCCCC2)C(=O)N1Cc1cc(=O)n2ccsc2n1	0.1	9	0	19	-4	1	5	-1	9
22	COc1cccc(C(=O)NCCn2ccc3ccccc32)c1	1.2	-1	11	15	6	2	-14	-1	-2
23	CCCCNC(=O)COn1nnc2ccc(S(=O)(=O)N3CCOCC3)cc21	0.1	5	7	-21	-5	1	-17	1	-1
24	COc1ccc(C(C#N)c2nc3ccccc3nc2Cl)cc1 (centres undefined)	-0.5	-1	-5	3	-8	-1	0	-7	2
25	O=Cc1ccc(N2CCN(S(=O)(=O)c3ccc4c(c3)CC(=O)N4)CC2)cc1	0.3	4	1	15	-7	2	-2	1	-5
26	CCOC(=O)C1=C(C)c2ccccc2OC1(C)C(=O)OCC (centres undefined)	-0.3	4	1	11	-4	0	-8	-1	-12
27	CCOC(=O)/C(C#N)=C\C=C1C=CN(C)C=C1	4.9	-6	3	5	6	3	6	5	4
28	CC(=O)Nc1c(C(=O)c2ccccc2)oc2ccccc12	0.4	-10	-3	-4	-1	-1	6	-4	14
29	Cc1ccc(C)c(N(C(=O)Cn2nnc(-c3cccs3)n2)C(C(=O)NC2CC2)c2ccc(C)o2)c1 (centres undefined)	0.0	-5	3	5	-14	0	-1	1	1
30	COc1ccc(C(=O)Nc2cccnc2Cl)cc1OC	-0.1	11	3	-9	4	0	3	8	-8
31	CCOC(=O)C1=C(O)/C(=C/c2cccc(OC)c2O)N=C1C	0.4	3	-2	13	-7	2	4	2	-16
32	CN(C)c1ccc(C(C(=O)NCC2CCCO2)N(Cc2ccco2)C(=O)c2snc(C(N)=O)c2N)cc1 (centres undefined)	12	-5	-10	2	9	18	-2	4	11
33	COC(=O)c1ccc(S(=O)(=O)N2CCc3ccccc32)cc1	3.4	-7	-9	-22	9	4	7	-12	-2
34	CC1(C)Cc2nc3oc4c(=S)nc[nH]c4c3cc2CO1	-0.2	9	7	23	-8	0	-8	-3	-5
35	COC(=O)c1sccc1NC(=O)c1cnc2cc(C)nn2c1C	1.2	3	1	9	3	2	0	4	-2
36	COCCNc1nc2c(c(=O)n(Cc3cccc(Cl)c3)c(=O)n2C)n1C	4.3	2	-3	3	-15	2	-11	1	7
37	O=C(Cc1ccc(-c2ccccc2)cc1)Nc1ccccc1	3.5	-4	-5	16	-13	2	12	-3	12
38	CC1CC2CCCC(O)=C2C(=O)O1 (centres undefined)	0.6	-1	3	15	2	1	2	0	-1
39	CC(C)(C)C(=O)NC(=S)Nc1ccc(S(=O)(=O)Nc2nccs2)cc1	0.3	2	0	21	-11	2	-11	-4	-4
40	CCOc1cccc(-c2nnc3sc(COc4ccc(OC)cc4)nn23)c1	0.1	3	4	15	-11	0	-6	-6	-3
41	CCOc1ccc(C2/C(=C(\O)c3ccc4c(c3)OCCO4)C(=O)C(=O)N2CCCN2CCOCC2)cc1 (centres undefined)	0.3	-6	1	1	-2	1	7	-4	19
42	COc1ccc(CN(C)CC(=O)Nc2cccc(S(=O)(=O)N3CCCC3)c2)cc1F	1.4	6	-5	14	-6	3	0	-5	7
43	N#CCC(=O)NN=C1CCCCCCCCCCC1	-0.1	-2	8	-12	4	1	8	3	5
44	Cc1cc(C)c(S(=O)(=O)NC2CC3CCC2C3)c(C)c1 (centres undefined)	1.1	3	-1	13	-9	-1	-19	-4	4
45	c1ccc(CSC2=NCCCN2)cc1	1.0	6	-3	18	-6	1	3	-13	-6
46	CC1CCN(S(=O)(=O)c2ccc3[nH]c(=O)c(=O)[nH]c3c2)CC1	0.8	2	-3	13	-6	0	4	-1	-15
47	Cc1cc(NC(=O)CN(C)CC(=O)Nc2ccc(Cl)cc2)no1	2.6	0	4	1	2	0	6	0	0
48	NC(=O)c1ccc(-c2ncc(-c3ccccc3)o2)cc1	1.2	-1	-2	18	-20	4	-1	-2	0
49	N#CCCn1nc(-c2ccccc2)cc1Nc1ccccc1NC(=O)c1cccs1	0.2	22*	-6	9	-1	6	-9	-2	-14
50	COC(=O)c1ccccc1NC(=O)CN1CCC(NC(=O)c2ccccc2C)CC1	3.2	-7	-12	14	8	8	13	3	10

# Filtered by structure: the entries above with a thiophene ring, fused or not
No.	molecule	M1 ag parental	CHRM5 PAM	CHRM4 PAM	M1 PAM parental	CHO-K1 Ca antag	CHRM4 agonist	CHRM4 antagonist	CHRM5 agonist	M5 antag
4	CCOC(=O)c1c(NC(=O)CSc2nnnn2C)sc(C(=O)N(C)C)c1C	-0.1	1	8	-3	-10	1	-1	-3	5
29	Cc1ccc(C)c(N(C(=O)Cn2nnc(-c3cccs3)n2)C(C(=O)NC2CC2)c2ccc(C)o2)c1 (centres undefined)	0.0	-5	3	5	-14	0	-1	1	1
35	COC(=O)c1sccc1NC(=O)c1cnc2cc(C)nn2c1C	1.2	3	1	9	3	2	0	4	-2
49	N#CCCn1nc(-c2ccccc2)cc1Nc1ccccc1NC(=O)c1cccs1	0.2	22*	-6	9	-1	6	-9	-2	-14

# The list continues.
No.	molecule	M1 ag parental	CHRM5 PAM	CHRM4 PAM	M1 PAM parental	CHO-K1 Ca antag	CHRM4 agonist	CHRM4 antagonist	CHRM5 agonist	M5 antag
51	CCCN(CC1CCCO1)C(=O)CCc1nnc(-c2cc(C)on2)o1 (centres undefined)	11	-3	-4	17	-2	1	5	1	8
52	COc1cccc(CNC(=O)CCS(=O)(=O)c2ccc3c(c2)NC(=O)CO3)c1	0.6	0	-3	5	-17	0	-7	0	-4
53	CN(C(=O)COC(=O)Cc1c(Cl)cccc1Cl)c1c(N)n(Cc2ccccc2)c(=O)[nH]c1=O	0.9	0	-4	1	-12	0	8	0	1
54	COc1ccc(NS(=O)(=O)c2ccc(NC(C)=O)cc2)c(OC)c1	0.7	-14	1	6	2	4	-9	-3	-9
55	CCOC(=O)C(CC)n1cnc2c(nnn2-c2ccc(C)cc2)c1=O (centres undefined)	1.1	4	7	4	-9	1	6	-1	-1
56	Cc1noc(NS(=O)(=O)c2ccc(NC(=O)c3oc4ccc(Cl)cc4c3C)cc2)c1C	0.4	1	-1	1	-3	0	0	-3	-5
57	COC(=O)c1c(C)nc2c(c(SC)nn2-c2ccccc2)c1N	-0.1	1	2	19	-13	1	-4	-1	-8
58	Nc1ccc(S(=O)(=O)Nc2ccc(C(=O)c3ccccc3)cc2)cc1	1.6	-12	-5	-1	2	5	-3	0	17
59	CCOC(=O)c1c(CN2CCN(CCO)CC2)n(C)c2cc(Br)c(OC)cc12	0.3	2	-5	6	-4	3	-2	1	-2

# Nothing new here: an excerpt of the list.
No.	molecule	M1 ag parental	CHRM5 PAM	CHRM4 PAM	M1 PAM parental	CHO-K1 Ca antag	CHRM4 agonist	CHRM4 antagonist	CHRM5 agonist	M5 antag
56	Cc1noc(NS(=O)(=O)c2ccc(NC(=O)c3oc4ccc(Cl)cc4c3C)cc2)c1C	0.4	1	-1	1	-3	0	0	-3	-5
57	COC(=O)c1c(C)nc2c(c(SC)nn2-c2ccccc2)c1N	-0.1	1	2	19	-13	1	-4	-1	-8
58	Nc1ccc(S(=O)(=O)Nc2ccc(C(=O)c3ccccc3)cc2)cc1	1.6	-12	-5	-1	2	5	-3	0	17
59	CCOC(=O)c1c(CN2CCN(CCO)CC2)n(C)c2cc(Br)c(OC)cc12	0.3	2	-5	6	-4	3	-2	1	-2
